TcdB GH inh = TcdB glycohydrolase inhibitors, primary screen, biochemical, single point, plate reader; TcdB glycohydrolase enzymatic assay; inhibition, % at 9.99 µM; 350,000 tested, 0.24% active; AID 652162, 2013; in the data active = inhibition above about 10%
Target sequence (P18177 whole entry, looked up): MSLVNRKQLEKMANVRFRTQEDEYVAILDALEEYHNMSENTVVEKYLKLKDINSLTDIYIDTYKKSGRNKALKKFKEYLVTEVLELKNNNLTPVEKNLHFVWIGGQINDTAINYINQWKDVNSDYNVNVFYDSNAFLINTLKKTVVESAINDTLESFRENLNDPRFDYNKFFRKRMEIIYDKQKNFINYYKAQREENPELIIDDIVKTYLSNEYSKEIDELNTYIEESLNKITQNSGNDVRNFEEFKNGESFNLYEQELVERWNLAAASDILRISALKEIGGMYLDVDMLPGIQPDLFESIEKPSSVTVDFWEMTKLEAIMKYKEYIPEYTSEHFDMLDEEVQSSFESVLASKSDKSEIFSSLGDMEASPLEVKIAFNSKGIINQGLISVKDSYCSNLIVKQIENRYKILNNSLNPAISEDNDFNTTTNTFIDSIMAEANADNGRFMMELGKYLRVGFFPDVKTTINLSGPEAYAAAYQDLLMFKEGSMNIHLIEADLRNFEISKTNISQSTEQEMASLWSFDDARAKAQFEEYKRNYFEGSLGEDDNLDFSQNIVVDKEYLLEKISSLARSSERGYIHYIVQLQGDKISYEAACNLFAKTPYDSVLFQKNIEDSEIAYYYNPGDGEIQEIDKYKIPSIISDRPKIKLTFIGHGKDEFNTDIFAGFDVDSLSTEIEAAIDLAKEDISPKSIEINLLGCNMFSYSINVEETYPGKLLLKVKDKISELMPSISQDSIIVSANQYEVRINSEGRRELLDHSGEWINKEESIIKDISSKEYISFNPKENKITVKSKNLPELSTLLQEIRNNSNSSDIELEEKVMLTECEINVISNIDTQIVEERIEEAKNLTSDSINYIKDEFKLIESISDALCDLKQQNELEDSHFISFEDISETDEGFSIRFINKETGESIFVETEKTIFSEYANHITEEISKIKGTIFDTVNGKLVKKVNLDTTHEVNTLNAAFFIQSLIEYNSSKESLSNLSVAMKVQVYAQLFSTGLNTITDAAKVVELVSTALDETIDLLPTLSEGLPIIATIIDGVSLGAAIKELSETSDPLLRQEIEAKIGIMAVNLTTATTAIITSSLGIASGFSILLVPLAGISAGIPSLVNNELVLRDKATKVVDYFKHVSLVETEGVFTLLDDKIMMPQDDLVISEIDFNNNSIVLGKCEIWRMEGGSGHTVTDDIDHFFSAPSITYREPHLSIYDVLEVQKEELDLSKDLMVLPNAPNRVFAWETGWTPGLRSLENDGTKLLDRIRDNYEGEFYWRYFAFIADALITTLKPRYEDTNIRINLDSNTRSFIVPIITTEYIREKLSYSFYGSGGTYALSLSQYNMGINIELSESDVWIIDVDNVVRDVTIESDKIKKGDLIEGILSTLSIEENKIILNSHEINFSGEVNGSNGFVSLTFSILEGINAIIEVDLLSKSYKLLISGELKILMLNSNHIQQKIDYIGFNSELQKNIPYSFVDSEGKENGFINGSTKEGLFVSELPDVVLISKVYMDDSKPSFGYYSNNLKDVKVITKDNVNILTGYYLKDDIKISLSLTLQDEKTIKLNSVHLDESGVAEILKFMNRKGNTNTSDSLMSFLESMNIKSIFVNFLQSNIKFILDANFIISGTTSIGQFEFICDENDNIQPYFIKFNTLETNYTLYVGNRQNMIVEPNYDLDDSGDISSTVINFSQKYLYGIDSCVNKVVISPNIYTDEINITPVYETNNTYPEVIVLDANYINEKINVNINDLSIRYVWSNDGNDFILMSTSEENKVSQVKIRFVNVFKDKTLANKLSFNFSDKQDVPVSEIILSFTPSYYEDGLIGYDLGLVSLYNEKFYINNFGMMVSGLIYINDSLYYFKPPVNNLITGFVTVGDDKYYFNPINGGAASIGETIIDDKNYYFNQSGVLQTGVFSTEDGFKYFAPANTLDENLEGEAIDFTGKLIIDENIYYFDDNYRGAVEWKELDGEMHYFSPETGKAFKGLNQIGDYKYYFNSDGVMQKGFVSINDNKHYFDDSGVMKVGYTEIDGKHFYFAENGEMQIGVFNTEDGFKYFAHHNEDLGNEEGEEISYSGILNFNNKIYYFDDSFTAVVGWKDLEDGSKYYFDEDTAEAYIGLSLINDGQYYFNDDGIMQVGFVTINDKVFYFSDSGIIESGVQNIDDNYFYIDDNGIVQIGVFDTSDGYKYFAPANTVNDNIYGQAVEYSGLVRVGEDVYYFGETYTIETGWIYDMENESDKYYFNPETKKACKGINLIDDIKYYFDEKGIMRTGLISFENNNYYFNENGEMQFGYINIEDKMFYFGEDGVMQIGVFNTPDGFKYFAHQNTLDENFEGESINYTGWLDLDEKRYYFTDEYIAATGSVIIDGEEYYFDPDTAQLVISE
An asterisk follows results filed as active. A portion of the library; rates above refer to the full screens.

SMILES	TcdB GH inh
C/C=C/c1cnc2c(c1)C(=O)N([C@H](C)CO)C[C@H](C)[C@H](CN(C)C(=O)NCCC)O2	-0.6
Cc1ccc(-c2ccc([C@H]3[C@H]4CN(C)CCCCN4[C@H]3CO)cc2)cc1	-0.6
CC(C)NC(=O)Nc1ccc2c(c1)C(=O)N([C@@H](C)CO)C[C@H](C)[C@@H](CN(C)S(C)(=O)=O)OCCCC[C@@H](C)O2	-1.5
CO[C@@H]1CN(C)C(=O)c2ccc(NC(=O)C3CCCC3)cc2OC[C@@H](C)N(C(C)=O)C[C@H]1C	0.1
CN(C)C(=O)c1ccc(-c2ccc([C@@H]3[C@H](CO)N4CCCCN(Cc5ccncc5)C[C@@H]34)cc2)cc1	-0.2
C[C@H](CO)N1C[C@H](C)[C@@H](CN(C)Cc2ccc(Oc3ccccc3)cc2)Oc2ccc(NS(=O)(=O)c3cn(C)cn3)cc2C1=O	0.7
C[C@@H]1CN([C@@H](C)CO)C(=O)Cc2cc(NC(=O)Nc3ccccc3)ccc2O[C@@H]1CN(C)S(=O)(=O)c1ccc(Cl)cc1	0.1
CCCNC(=O)C[C@H]1C[C@@H]2c3cc(NS(C)(=O)=O)ccc3O[C@@H]2[C@@H](CO)O1	0.1
COc1ccc(S(=O)(=O)N(C)C[C@@H]2OCCCC[C@H](C)Oc3ccc(NC(=O)c4ccccc4)cc3C(=O)N([C@@H](C)CO)C[C@H]2C)cc1	-0.1
C[C@@H]1CN([C@@H](C)CO)C(=O)c2cc(-c3cccc(C(=O)N(C)C)c3)cnc2O[C@H]1CN(C)S(=O)(=O)c1cccc(F)c1	0.1
CO[C@@H]1CN(C)C(=O)c2ccc(NC(=O)c3cc(C)on3)cc2OC[C@@H](C)N(C)C[C@H]1C	0.5
CO[C@H](CN(C)S(=O)(=O)c1cccc(Cl)c1)[C@@H](C)CN([C@H](C)CO)S(=O)(=O)c1cccc(Cl)c1	-18

A different layout for some results above.
molecule: CCCNC(=O)C[C@H]1C[C@@H]2c3cc(NS(C)(=O)=O)ccc3O[C@@H]2[C@@H](CO)O1
  TcdB GH inh = 0.1

molecule: C[C@@H]1CN([C@@H](C)CO)C(=O)c2cc(-c3cccc(C(=O)N(C)C)c3)cnc2O[C@H]1CN(C)S(=O)(=O)c1cccc(F)c1
  TcdB GH inh = 0.1

Carrying on.
SMILES	TcdB GH inh
COc1ccc(NC(=O)Nc2cccc3c2O[C@@H](CN(C)Cc2ccc(C(=O)Nc4ccccc4N)cc2)[C@H](C)CN([C@@H](C)CO)C3=O)cc1	-3.6
C/C=C/c1ccc([C@H]2[C@@H](CO)N3C(=O)CN(S(=O)(=O)c4cccc(F)c4)C[C@@H]23)cc1	-1.6
C[C@H](CO)N1C[C@H](C)[C@H](CN(C)Cc2ccc(Cl)c(Cl)c2)Oc2ccc(NC(=O)Nc3cccc4ccccc34)cc2C1=O	0.1
Cc1cccc(S(=O)(=O)N2[C@@H]3Cn4c(cccc4=O)[C@H]2[C@@H](C(=O)NC2CCC2)[C@@H]3CO)c1	-0.8
C[C@@H]1CN([C@@H](C)CO)C(=O)c2cc(C#Cc3cccc(F)c3)cnc2O[C@@H]1CN(C)C(=O)C1CCCCC1	1.6
CC(C)NC(=O)N1[C@H](CO)[C@@H]2c3ccccc3N(C(=O)Nc3ccc(Cl)cc3)C[C@@H]21	0.2
CCCC#Cc1ccc([C@@H]2[C@H](CO)N3C(=O)CN(C(=O)NC4CCCC4)C[C@@H]23)cc1	0.8
C[C@H](CO)N1C[C@H](C)[C@@H](CN(C)S(C)(=O)=O)Oc2ncc(C#CC3CCCCC3)cc2C1=O	0.5
CN1C(=O)c2cc(NC(=O)C3CC3)ccc2OC[C@H]2O[C@H](CC(=O)O)CC[C@@H]21	-0.5
CCC(=O)N1[C@@H]2Cn3c(ccc(-c4ccccc4)c3=O)[C@H]1[C@@H](C(=O)N1CCCCC1)[C@@H]2CO	-0.1
C[C@H]1CN([C@@H](C)CO)C(=O)Cc2cc(NS(C)(=O)=O)ccc2O[C@@H]1CN(C)CC1CCCCC1	0.0
COC(=O)[C@H]1[C@H](CO)[C@H]2Cn3c(ccc(/C=C/c4ccccc4)c3=O)[C@@H]1N2CC1CCCC1	1.3
COC(=O)[C@H]1[C@H](CO)[C@H]2Cn3c(ccc(-c4ccccc4OC)c3=O)[C@H]2N1CC1CCCC1	-0.3
CCS(=O)(=O)Nc1ccc2c(c1)C(=O)N(C)[C@H]1CC[C@@H](CC(=O)OC)O[C@H]1CO2	-0.4
O=C(C[C@H]1CC[C@@H](NC(=O)C2CCC2)[C@H](CO)O1)NCCCN1CCOCC1	-1.7
COc1ccc2c3c([nH]c2c1)[C@@H](CO)N(C(=O)Nc1ccc(F)cc1)CC31CCN(C(=O)Nc2ccc3c(c2)OCO3)CC1	-0.2
C[C@H](NC(=O)C[C@H]1C[C@@H]2c3cc(NC(=O)Nc4ccc(C(F)(F)F)cc4)ccc3O[C@@H]2[C@@H](CO)O1)c1ccccc1	0.0
N#C[C@H]1[C@H](c2ccc(C#CC3CCCCC3)cc2)[C@H](CO)N1C(=O)Nc1ccc(F)cc1	0.5
O=C(Nc1ccc(F)cc1)N[C@@H]1CC[C@@H](CCn2cc(-c3ccc(F)cc3)nn2)O[C@H]1CO	-2.7
C[C@H](CO)N1C[C@H](C)[C@H](CN(C)C(=O)Nc2ccc(C(F)(F)F)cc2)Oc2ccc(NC(=O)Nc3ccccc3)cc2C1=O	1.4
CC(C)CC#Cc1ccc2c(c1)O[C@H](CN(C)Cc1ccc(F)cc1)[C@@H](C)CN([C@@H](C)CO)S2(=O)=O	-0.4
[N-]=[N+]=Nc1ccccc1C[C@@]1(C(=O)NCc2ccccc2)N=C(c2ccc(OCCCO)cc2)O[C@@H]1c1ccccc1	-2.2
CCCC#Cc1ccc([C@@H]2[C@@H](CO)N3C(=O)CN(C(=O)c4ccncc4)C[C@@H]23)cc1	-0.6
COCC#Cc1ccc([C@@H]2[C@@H](CO)N3CCCCN(C(=O)COC)C[C@H]23)cc1	-0.4
C[C@@H]1CCCCO[C@@H](CN(C)C(=O)CCCN(C)C)[C@H](C)CN([C@H](C)CO)C(=O)c2cc(NC(=O)Nc3ccccc3)ccc2O1	0.0
C[C@@H]1CCCCO[C@H](CN(C)S(=O)(=O)c2ccccc2)[C@@H](C)CN([C@@H](C)CO)C(=O)c2cc(NC(=O)c3ccccc3)ccc2O1	0.8
CC(C)NC(=O)N[C@@H]1CC[C@H](CCn2cc(-c3ccccc3)nn2)O[C@@H]1CO	-1.9
O=C(NCC[C@H]1CC[C@@H](NS(=O)(=O)c2ccc(F)cc2)[C@H](CO)O1)Nc1ccc(F)cc1	1.3
CCC(=O)N[C@H]1C=C[C@@H](CC(=O)NCc2ccc(OC)cc2)O[C@@H]1CO	-0.2
CCC(=O)N1CC2(C1)CN(C(=O)Nc1ccccc1F)[C@@H](CO)c1[nH]c3cc(OC)ccc3c12	0.1
CC(C)CC#Cc1cnc2c(c1)C(=O)N([C@H](C)CO)C[C@@H](C)[C@@H](CN(C)C(=O)c1ccc3c(c1)OCO3)O2	0.6
COc1ccc(CN(C)C[C@H]2Oc3c(NC(=O)NC(C)C)cccc3C(=O)N([C@@H](C)CO)C[C@H]2C)cc1	-1.8
C[C@@H]1CN([C@H](C)CO)C(=O)c2cc(NC(=O)C3CCCCC3)ccc2O[C@H]1CN(C)S(=O)(=O)c1ccc(Cl)cc1	-0.5
Cc1cccc(-c2ccc([C@H]3[C@H](CO)N4C(=O)CN(S(=O)(=O)c5cccc(F)c5)C[C@@H]34)cc2)c1	0.6
C[C@@H]1CN([C@@H](C)CO)C(=O)c2cccc(NC(=O)Nc3ccc(F)cc3)c2O[C@@H]1CN(C)C	0.0
C[C@@H]1CN([C@H](C)CO)C(=O)c2cc(NC(=O)c3ccccc3)ccc2O[C@@H](C)CCCCO[C@H]1CN(C)Cc1ccc(C(=O)O)cc1	0.9
C[C@@H]1CCCCO[C@@H](CN(C)CC2CCCCC2)[C@H](C)CN([C@@H](C)CO)C(=O)c2cc(NC(=O)c3ccncc3)ccc2O1	-1.1
CO[C@H]1CN(C)C(=O)c2ccc(NC(=O)C3CCOCC3)cc2OC[C@@H](C)NC[C@@H]1C	-0.2
C[C@@H]1CN([C@H](C)CO)C(=O)c2c(c3ccccc3n2C)-c2ccccc2CO[C@@H]1CN(C)Cc1ccc(Oc2ccccc2)cc1	0.0
O=C(Nc1cccc(Cl)c1)N[C@H]1CC[C@@H](CCn2cc(Cc3ccccc3)nn2)O[C@H]1CO	-1.0
COc1ccc(-c2ccc3c(c2)[C@@H]2[C@@H](CCN2C(=O)c2cccc(F)c2)[C@@H](CO)N3)cc1	0.4
COc1ccc(NC(=O)N(C)C[C@@H]2Oc3c(NS(=O)(=O)c4ccc(OC)cc4)cccc3C(=O)N([C@H](C)CO)C[C@H]2C)cc1	0.1
Cc1noc(C)c1NC(=O)N(C)C[C@@H]1Oc2ccc(NS(=O)(=O)c3cccs3)cc2C(=O)N([C@@H](C)CO)C[C@@H]1C	-0.2
CCCN(C)C[C@@H]1Oc2cc(-c3ccccc3)ccc2S(=O)(=O)N([C@H](C)CO)C[C@@H]1C	-0.4
C[C@@H]1CN([C@H](C)CO)S(=O)(=O)c2ccc(-c3ccc(C#N)cc3)cc2O[C@@H]1CN(C)C	1.6
COc1ccc2c3c(n(C)c2c1)[C@@H](CO)N(C(=O)Cc1ccccc1)CC31CCN(C)CC1	0.1
COc1ccc(C#Cc2cnc3c(c2)C(=O)N([C@H](C)CO)C[C@H](C)[C@H](CN(C)Cc2ccncc2)O3)cc1OC	0.9
CNC(=O)C[C@H]1CC[C@@H]2[C@H](COc3ccc(NC(=O)c4cccc(OC)c4)cc3C(=O)N2C)O1	-0.9

Quoted at random: two compounds from above
SMILES	TcdB GH inh
COc1ccc(C#Cc2cnc3c(c2)C(=O)N([C@H](C)CO)C[C@H](C)[C@H](CN(C)Cc2ccncc2)O3)cc1OC	0.9
COc1ccc2c3c(n(C)c2c1)[C@@H](CO)N(C(=O)Cc1ccccc1)CC31CCN(C)CC1	0.1

Next part:
SMILES	TcdB GH inh
CC(C)CC#Cc1ccc([C@@H]2[C@@H](CO)N3CCCCN(C(=O)c4ccc5c(c4)OCO5)C[C@@H]23)cc1	-1.0
C/C=C/c1cnc2c(c1)C(=O)N([C@H](C)CO)C[C@H](C)[C@@H](CN(C)C(=O)NC1CCCCC1)O2	-1.2
COc1ccc2c3c([nH]c2c1)[C@H](CO)N(C(=O)CC1CC1)CC31CN(C(=O)c2ccccc2)C1	-4.7
COc1ccc(S(=O)(=O)Nc2ccc3c(c2)C(=O)N([C@H](C)CO)C[C@H](C)[C@H](CN(C)S(=O)(=O)c2c(C)noc2C)OCCCC[C@@H](C)O3)cc1	1.0
CN(C)CC#Cc1ccc([C@@H]2[C@H]3CN(C(=O)c4cccc(F)c4)CC(=O)N3[C@H]2CO)cc1	0.2
O=S(=O)(N[C@H]1CC[C@H](CCn2cc(-c3ccc(F)cc3)nn2)O[C@H]1CO)c1ccccc1F	0.4
C[C@H]1CCCCO[C@H](CN(C)Cc2ccc(C(F)(F)F)cc2)[C@@H](C)CN([C@@H](C)CO)C(=O)c2cc(N(C)C)ccc2O1	-12
C[C@@H]1CCCCO[C@H](CN(C)C(=O)CCC(F)(F)F)[C@@H](C)CN([C@H](C)CO)C(=O)c2cc(NS(=O)(=O)c3cn(C)cn3)ccc2O1	0.1
C[C@@H]1CN([C@@H](C)CO)C(=O)c2cc(C3=CCCC3)cnc2O[C@@H]1CN(C)C(=O)Nc1ccccc1	0.6
Cc1ccc(S(=O)(=O)N[C@@H]2CC[C@@H](CCn3cc(C4(O)CCCC4)nn3)O[C@@H]2CO)cc1	-0.1
C[C@@H]1CN([C@@H](C)CO)C(=O)CCCn2nncc2CO[C@@H]1CN(C)CC1CC1	0.8
COc1ccccc1C#Cc1ccc([C@@H]2[C@H](C#N)N(C(=O)C3CCC3)[C@H]2CO)cc1	-0.3
COc1ccccc1-c1cnc2c(c1)C(=O)N([C@H](C)CO)C[C@H](C)[C@H](CN(C)Cc1ccccc1)O2	0.7
COc1ccccc1-c1cnc2c(c1)C(=O)N([C@@H](C)CO)C[C@H](C)[C@@H](CN(C)Cc1ccc(F)cc1)O2	0.9
CO[C@H]1CN(C)C(=O)c2ccc(NC(=O)CC(F)(F)F)cc2OC[C@H](C)N(S(=O)(=O)c2cn(C)cn2)C[C@H]1C	-0.8
COCC(=O)N(C)C[C@H]1Oc2ncc(C#Cc3cccnc3)cc2C(=O)N([C@@H](C)CO)C[C@@H]1C	-7.6
COc1cccc(C#Cc2ccc([C@@H]3[C@@H](CO)N4C(=O)CN(C(=O)Cc5ccccc5)C[C@@H]34)cc2)c1	0.5
COc1ccccc1-c1cn(CC[C@H]2CC[C@@H](NC(=O)C3CCOCC3)[C@H](CO)O2)nn1	1.6
CC(=O)N1[C@H](CO)[C@H](c2ccccc2)C12CN(C(=O)c1ccccc1)C2	0.8
COc1ccc2c3c(n(C)c2c1)[C@@H](CO)N(C(=O)C1CCOCC1)CC31CCN(C(=O)C2CC2)CC1	-0.1
NCC[C@H]1CC[C@@H](NC(=O)NC2CCCCC2)[C@@H](CO)O1	0.3
C[C@@H]1CN([C@@H](C)CO)C(=O)c2cccc(NC(=O)Nc3cccc4ccccc34)c2O[C@H]1CN(C)S(C)(=O)=O	1.3

Some of these compounds in order of heavy-atom count, lowest first.
SMILES	TcdB GH inh
NCC[C@H]1CC[C@@H](NC(=O)NC2CCCCC2)[C@@H](CO)O1	0.3
CC(=O)N1[C@H](CO)[C@H](c2ccccc2)C12CN(C(=O)c1ccccc1)C2	0.8
COCC(=O)N(C)C[C@H]1Oc2ncc(C#Cc3cccnc3)cc2C(=O)N([C@@H](C)CO)C[C@@H]1C	-7.6
COc1cccc(C#Cc2ccc([C@@H]3[C@@H](CO)N4C(=O)CN(C(=O)Cc5ccccc5)C[C@@H]34)cc2)c1	0.5
COc1ccccc1-c1cnc2c(c1)C(=O)N([C@@H](C)CO)C[C@H](C)[C@@H](CN(C)Cc1ccc(F)cc1)O2	0.9
C[C@@H]1CN([C@@H](C)CO)C(=O)c2cccc(NC(=O)Nc3cccc4ccccc34)c2O[C@H]1CN(C)S(C)(=O)=O	1.3
